Screens as filed in PubChem BioAssay.
hcDAF-12 act: H. contortus DAF-12 activation, primary screen; AID 652067; HEK293 hcDAF-12 lit1-tk-luc reporter, luminescence; 0% DMSO, 100% Δ7-dafachronic acid; 1.4% of 370,000 active; activation, % at 6.8 µM;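 active means activation above the mean of all tested compounds plus 3 SD, cut at about 5.5% in these data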;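 further: 100% = response to 3 µM Δ7-dafachronic acid high control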
DAX1 inh-1: inhibitors of DAX1 repression of SF-1 activated StAR promoter; HEK293T StAR-luciferase reporter, SF-1/DAX-1 repression relief; inhibition, % at 6.8 µM; 1.1% of 370,000 active; AID 652010;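 active means inhibition above the mean over all tested compounds plus 3 SD, cut at about 3.6% in these data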;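 further: 0% = DAX-1 cells with DMSO and 100% = cells lacking DAX-1 with DMSO; higher inhibition means more luminescence from relief of DAX-1 repression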
hgDAF-12 ag: hgDAF-12 agonism, primary luciferase screen | HEK293 GAL4-hgDAF12 UAS-luciferase reporter, agonist luminescence; normalized to butyrate control | activation, % at 6.8 µM | 1.8% of 370,000 active | AID 687014;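 active means activation above a cutoff set at the mean of all screened compounds plus 3 SD, cut at about 10% in these data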;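 further: 0% = DMSO wells and 100% = sodium butyrate wells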
SMARCA2 act: SMARCA2 function activation, primary screen. 1% of 370,000 active. activation, % at 9.1 µM. AID 652017. MG213 cells, MMTV-luciferase reporter, dexamethasone, overnight; in the data active means activation above about 7.8%;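 further: 0% = vehicle wells and 100% = reference activator wells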
Rev-erbA mod: Rev-erb alpha (human) modulation | Rev-erbα–FITC-DNA binding, fluorescence polarization, 90 min | 0.79% of 370,000 active | activity, % at 10 µM;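 active means activity above about 14%, limit read from the data; passing the limit was not always enough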;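 further: 0% = DMSO wells with 35 nM protein and 100% = DMSO wells with 750 nM protein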
sPLA2-III inh: Inhibits HGIII-sPLA2 liposome hydrolysis, primary screen; QFRET BODIPY PC-A2 liposome hydrolysis, fluorescence; inhibition, % at 12.2 µM; 0.56% of 370,000 active;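 active means inhibition above mean plus 3 SD of compounds lying within the high and low control bounds, cut at about 19% in these data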;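 further: 0% = median of test compound wells and 100% = no enzyme DMSO wells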
GAA850 FXN act: increases GAA850 frataxin promoter reporter activity. HEK293 lucGAA850 FXN promoter luciferase reporter, 24 h; percent of 10 µM SAHA response. activation, % at 6 µM. 0.56% of 360,000 active. AID 540364;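 active means activation above the average of all compounds screened plus 3 SD, cutoff fixed separately per campaign, cut at about 7.5% in these data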;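 further: 0% = DMSO wells and 100% = 10 µM SAHA wells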
DAX1 inh-2: NR0B1 (DAX1) inhibition; HEK293 Gal4-DAX1 luciferase reporter, luminescence; P51843; inhibition, % at 6.75 µM; AID 504766; 0.99% of 340,000 active;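 active means inhibition above the mean over all tested compounds plus 3 SD, cut at about 4.2% in these data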;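 further: 0% = DAX1-transfected cells with DMSO and 100% = empty-vector control cells with DMSO; inhibition shows as a rise in luminescence from relieved DAX1 repression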
ssDAF-12 act: activators of S. stercoralis DAF-12 nuclear receptor. 1% of 370,000 active. activation, % at 6.8 µM. HEK293 ssDAF-12/GRIP1 lit1-tk-luc reporter, luminescence; % of 3 µM dafachronic acid response. AID 652126;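 active means activation above the mean over all tested compounds plus 3 SD, cut at about 0.9% in these data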;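 further: 0% = DMSO-only wells and 100% = 3 µM delta7-dafachronic acid wells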
PLC-beta3 inh: blocks human PLC-beta3 enzyme activity; Q01970; Purified PLC-beta3, fluorogenic substrate, fluorescence; inhibition, % at 12.2 µM; 0.18% of 370,000 active; AID 720704; in the data active means inhibition above about 11%;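 further: 0% = median of compound wells on plate and 100% = full blocker control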
Target sequence (Q01970 whole entry, looked up): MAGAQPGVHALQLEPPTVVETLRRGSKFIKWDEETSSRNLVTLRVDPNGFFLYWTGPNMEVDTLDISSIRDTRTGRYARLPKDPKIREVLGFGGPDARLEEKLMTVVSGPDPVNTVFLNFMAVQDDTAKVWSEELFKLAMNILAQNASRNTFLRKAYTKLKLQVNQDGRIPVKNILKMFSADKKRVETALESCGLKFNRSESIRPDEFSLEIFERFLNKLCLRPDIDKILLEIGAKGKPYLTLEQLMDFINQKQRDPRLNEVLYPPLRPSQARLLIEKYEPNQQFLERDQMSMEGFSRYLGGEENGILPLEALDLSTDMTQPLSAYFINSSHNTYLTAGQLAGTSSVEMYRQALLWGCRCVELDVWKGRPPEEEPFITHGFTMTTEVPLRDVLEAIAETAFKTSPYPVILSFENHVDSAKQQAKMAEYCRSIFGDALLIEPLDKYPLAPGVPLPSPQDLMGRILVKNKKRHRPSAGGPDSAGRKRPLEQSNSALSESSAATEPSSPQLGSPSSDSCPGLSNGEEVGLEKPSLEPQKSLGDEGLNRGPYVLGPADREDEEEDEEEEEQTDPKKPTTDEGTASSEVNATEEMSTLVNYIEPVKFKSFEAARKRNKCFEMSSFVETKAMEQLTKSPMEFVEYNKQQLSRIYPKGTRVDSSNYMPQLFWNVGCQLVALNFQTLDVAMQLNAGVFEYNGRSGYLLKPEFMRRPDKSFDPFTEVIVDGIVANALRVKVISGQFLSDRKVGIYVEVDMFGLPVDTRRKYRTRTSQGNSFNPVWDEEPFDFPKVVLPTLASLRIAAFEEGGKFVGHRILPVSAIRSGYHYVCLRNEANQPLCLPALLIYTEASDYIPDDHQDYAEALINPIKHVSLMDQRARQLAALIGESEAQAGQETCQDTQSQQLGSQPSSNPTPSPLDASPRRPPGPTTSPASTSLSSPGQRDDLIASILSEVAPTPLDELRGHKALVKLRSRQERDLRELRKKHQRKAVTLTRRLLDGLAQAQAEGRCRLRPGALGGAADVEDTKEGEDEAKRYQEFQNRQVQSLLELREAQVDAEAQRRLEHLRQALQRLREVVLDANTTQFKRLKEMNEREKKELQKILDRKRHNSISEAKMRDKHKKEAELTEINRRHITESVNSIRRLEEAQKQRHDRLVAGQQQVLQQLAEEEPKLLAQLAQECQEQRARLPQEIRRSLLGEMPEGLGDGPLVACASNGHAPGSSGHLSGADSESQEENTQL
PG9 binder: binds the HIV-1 gp120 antibody PG9 | TR-FRET gp120-PG9 antibody binding | inhibition, % at 6.7 µM | 0.43% of 360,000 active; in the data active means inhibition above about 8.5%
Numbers without * were called inactive; i = inactive; . = no result given.

SMILES	hcDAF-12 act	DAX1 inh-1	hgDAF-12 ag	SMARCA2 act	Rev-erbA mod	sPLA2-III inh	GAA850 FXN act	DAX1 inh-2	ssDAF-12 act	PLC-beta3 inh	PG9 binder
COCCn1c(COc2ccc(OC)cc2)nc2ccccc21	-0.5	0.2	-1.1	1	-4	3	6.3	-0.5	-1.4	1	-0.5
O=S1(=O)[C@H]2C[C@@H]3C=C[C@@]2(CN1Cc1ccccc1F)O3	-1.1	-0.4	0.2	1	-8	5	-0.7	2.5	-1.3	1	-2.7
COC(=O)[C@H](Cc1c[nH]c2ccccc12)NC(=O)CCCc1c[nH]c2ccccc12	0.1	0.0	-1.7	-3	9	-82	-1.1	-0.1	-0.8	-7	-0.2
O=C(O)CCC(=O)N1CCN(c2ncccn2)CC1	-0.3	0.1	1.1	0	-1	2	1.5	0.8	-1.6	-4	-2.4
Cc1ccc([C@H]2C[C@H](O)[C@@H](n3cc(C4CC4)nn3)CN2Cc2cccs2)cc1	0.1	2.1	6.8	-1	9	-3	2.2	3.0	-0.9	-12	-1.9
COC(=O)CSc1n[nH]c(-c2ccncc2)n1	-1.6	-0.9	0.5	0	-3	-1	-1.9	-1.3	-1.1	0	-1.3
CN(c1ccccc1)S(=O)(=O)c1cccc(NC(=O)COc2ccccc2)c1	-1.0	-0.8	-2.3	4	0	-12	2.9	0.3	-2.1	-1	-4.0
O=C(c1ccccc1OCc1ccc(Cl)cc1)N1CCN(c2ccccn2)CC1	-1.8	-0.1	-0.8	0	1	2	0.1	1.3	-0.8	-8	0.6
CN(CC(=O)Nc1ccc2c(c1)OCCO2)S(=O)(=O)c1cccc2cccnc12	-2.6	-1.1	-2.9	0	-8	-1	0.5	0.5	-1.2	1	-1.6
COc1ccc(N2C(=O)c3ccccc3NC2c2ccc(OC)c(CSc3ccccn3)c2)cc1 (stereo not drawn)	0.3	0.9	6.6	-1	2	-1	0.2	1.6	-1.4	-15	-1.9
COc1c([N+](=O)[O-])cc(C(=O)NNC(=O)c2ccc(C)cc2)cc1[N+](=O)[O-]	-0.2	-0.1	0.6	0	-5	-2	1.0	1.0	-0.2	0	0.6
Cc1ccc(NC(=O)COC(=O)CN2CCSC2=O)cc1Cl	0.3	-0.4	-1.0	-2	5	5	0.3	0.8	-1.4	3	1.6
O=C(CS(=O)(=O)c1ccccc1)Nc1ccccn1	-0.8	0.3	0.4	-3	-5	13	-1.4	2.6	-1.0	3	0.5
CC1(C)CC2CC(C)(CN2C(=O)c2cc(-c3ccccc3O)on2)C1 (stereo not drawn)	0.3	0.8	3.8	3	9	2	0.1	-0.5	-1.3	-5	0.7
CN1C(=O)NC(NC(=O)C2CCCCC2)(C(F)(F)F)C1=O (stereo not drawn)	-2.0	0.1	1.1	-1	-6	2	-1.2	1.1	-0.1	3	-0.1
O=c1oc2ccccc2cc1-c1nc(-c2cccs2)cs1	6.1*	1.0	3.6	7	0	-5	4.1	1.8	0.9*	-213	0.8
Fc1ccccc1N1CCN(CCCNc2ccc3nncn3n2)CC1	-1.4	-0.3	-1.8	-2	6	0	-1.9	0.9	-1.4	0	1.0
Cc1ccc(C2N(c3ccc(F)cc3)C(=O)C3CCCN32)cc1 (stereo not drawn)	0.1	-0.3	1.1	0	-2	-6	0.6	0.6	-1.4	5	-0.3
COc1cc(C(=O)NNC(=O)C2CC2)cc(OC)c1OC	2.7	-0.1	0.3	-2	-5	5	-0.6	0.6	-0.8	-10	1.0
O=C(O)c1cc(-c2ccc(Cl)cc2)n(-c2ccccc2)n1	-0.6	0.7	2.2	0	-4	-2	0.4	-1.0	0.3	-4	-0.8
O=C(CSc1nnc(-c2c[nH]c3ccccc23)o1)N1CCCCC1	-2.5	0.3	-0.1	7	0	-8	4.3	-0.7	-1.4	-4	-3.3
Cc1c([N+](=O)[O-])c([N+](=O)[O-])nn1CC(=O)NCc1cccnc1	-0.9	0.8	4.4	0	-1	2	1.1	0.7	-1.1	3	-1.3
O=C1CCC(OCc2ccccc2)CCN1CC[C@@H](Sc1ccccc1)c1ccccc1 (stereo partly drawn)	-1.4	-1.2	-0.5	0	-1	-19	.	.	-1.7	0	0.0
COCCN(C(=O)CC1C(=O)NCCN1Cc1ccc(-c2ccccc2)cc1)C(C)C (stereo not drawn)	1.1	-0.9	-4.5	-1	0	-4	1.4	1.1	-1.4	-18	-0.5
Cc1nc(C(=O)Nc2ccccc2)sc1C1(C)CC(c2cccnc2)=NO1 (stereo not drawn)	-0.3	0.0	1.6	1	-5	-10	4.3	0.7	-0.7	-4	-2.2
Nc1cccc(C(=O)NCCNC(=O)c2cccc(N)c2)c1	-0.2	0.3	1.5	0	-2	6	1.8	0.1	-0.4	-10	-1.4
O=C(Nn1cnnc1)c1ccccc1F	0.4	0.3	-1.3	-3	2	6	1.1	1.3	-0.9	-6	-0.9
CSCCCNC(=O)c1ccccc1OC1CCN(S(C)(=O)=O)CC1	-0.1	0.4	2.1	0	8	1	0.3	1.9	-1.4	-2	0.0
CCOC(=O)C(CC)(CC)C(=O)/C=C/c1cccc(Br)c1	-1.4	-0.8	1.3	0	3	1	2.1	-1.3	-0.6	0	-1.2
CCN(c1ccccc1)S(=O)(=O)c1ccc(Cl)c(NC(=O)CSc2nncs2)c1	-1.4	-0.4	-0.7	-3	2	-18	0.6	-1.2	-1.3	-1	1.6
C=C(C)Cn1c(N2CCN(c3ccc(OC)cc3)CC2)nc2c1c(=O)n(C)c(=O)n2C	-4.6	-3.6	-7.2	-6	8	0	-1.1	-3.0	-3.0	-5	0.1
CC(=O)Nc1ccc(NC(=O)C2CCCN(S(=O)(=O)c3ccc(-n4cnnn4)cc3)C2)cc1 (stereo not drawn)	-2.2	-0.1	-2.3	-2	-2	8	-0.2	0.9	-0.9	-1	-2.5
O=C(c1ccoc1)N1CCC2(CC1)Oc1ccc(Cl)cc1C(=O)C21CC(c2ccccc2)=NO1 (stereo not drawn)	-2.5	-0.5	1.8	-1	-3	-5	-6.3	-1.0	-1.5	2	0.6
O=C(Nc1ccc(N2CCCCC2)c(Cl)c1)c1ccc(N2CCOCC2)c([N+](=O)[O-])c1	-1.1	-0.5	0.8	-2	-2	2	0.8	2.8	-2.0	-2	-1.6
COc1ccc(N2CCN(C(=O)c3cc4c(s3)-c3ccccc3OC4)CC2)cc1	2.1	0.6	-1.4	1	-3	-1	0.1	0.5	-0.2	-83	-1.1
O=C(Cc1ccccc1)NNC(=O)C1CCCC1	-1.2	-0.8	-3.1	1	0	0	-1.2	2.4	-1.4	-4	1.3
CC(C)(C)C(=O)NC1CCN(S(=O)(=O)c2ccc(C(F)(F)F)cc2)CC1	3.1	-0.6	0.3	0	4	-2	-1.9	0.9	-0.5	-1	-2.4
CC(C)N1CCc2c(sc(NC(=O)C(F)(F)F)c2-c2nc3ccccc3s2)C1	-0.6	.	9.0	.	-12	-11	.	.	-0.1	i	.
Cc1cc(Cl)ccc1NC(=O)CN1CCC(C(O)(c2ccccc2)c2ccccc2)CC1	-1.0	-1.7	0.8	5	-1	-17	-3.8	2.6	-0.9	4	-1.5
CC1CCCC(NC(=O)CN2C(=O)NC(C)(c3ccccc3)C2=O)C1C (stereo not drawn)	0.5	0.8	-0.1	0	-7	-12	1.9	0.2	-1.9	0	-2.7
CCCCC(=O)Nc1ccc(C(=O)N2CCC(C(=O)OCC)CC2)cc1	-0.8	-0.6	-0.4	5	-1	-4	0.2	0.0	-0.9	3	-1.1
CCC(=O)Nc1cccc(NC(C)=O)c1	-0.8	0.1	0.0	-1	-13	1	.	.	-1.3	-4	1.4
O=C(Nc1cccc(C(F)(F)F)c1)c1cccc(NS(=O)(=O)c2ccc(O)c(C(=O)O)c2)c1	0.1	-0.2	-0.8	-2	6	-60	0.5	0.4	-1.6	-8	-2.0
CCOC(=O)N1CCC(N(CCN(C)C)C(=S)Nc2ccc(F)c(Cl)c2)CC1	-0.3	0.1	-3.0	0	2	1	1.4	-1.5	-1.0	5	-0.6
CCN(C[C@H]1N[C@@](C)(C(=O)OC)[C@H]2C(=O)N(Cc3ccccc3)C(=O)[C@@H]12)S(=O)(=O)c1ccc(OC)cc1	-2.2	-0.9	-1.5	-4	3	3	4.3	-0.2	-1.2	-4	-2.0

10 structures out of the list, arranged by count of non-hydrogen atoms, largest number first:
SMILES	hcDAF-12 act	DAX1 inh-1	hgDAF-12 ag	SMARCA2 act	Rev-erbA mod	sPLA2-III inh	GAA850 FXN act	DAX1 inh-2	ssDAF-12 act	PLC-beta3 inh	PG9 binder
CCN(C[C@H]1N[C@@](C)(C(=O)OC)[C@H]2C(=O)N(Cc3ccccc3)C(=O)[C@@H]12)S(=O)(=O)c1ccc(OC)cc1	-2.2	-0.9	-1.5	-4	3	3	4.3	-0.2	-1.2	-4	-2.0
O=C(c1ccoc1)N1CCC2(CC1)Oc1ccc(Cl)cc1C(=O)C21CC(c2ccccc2)=NO1 (stereo not drawn)	-2.5	-0.5	1.8	-1	-3	-5	-6.3	-1.0	-1.5	2	0.6
O=C(Nc1cccc(C(F)(F)F)c1)c1cccc(NS(=O)(=O)c2ccc(O)c(C(=O)O)c2)c1	0.1	-0.2	-0.8	-2	6	-60	0.5	0.4	-1.6	-8	-2.0
Cc1cc(Cl)ccc1NC(=O)CN1CCC(C(O)(c2ccccc2)c2ccccc2)CC1	-1.0	-1.7	0.8	5	-1	-17	-3.8	2.6	-0.9	4	-1.5
O=C(Nc1ccc(N2CCCCC2)c(Cl)c1)c1ccc(N2CCOCC2)c([N+](=O)[O-])c1	-1.1	-0.5	0.8	-2	-2	2	0.8	2.8	-2.0	-2	-1.6
COc1ccc(N2CCN(C(=O)c3cc4c(s3)-c3ccccc3OC4)CC2)cc1	2.1	0.6	-1.4	1	-3	-1	0.1	0.5	-0.2	-83	-1.1
CC(C)N1CCc2c(sc(NC(=O)C(F)(F)F)c2-c2nc3ccccc3s2)C1	-0.6	.	9.0	.	-12	-11	.	.	-0.1	i	.
CCCCC(=O)Nc1ccc(C(=O)N2CCC(C(=O)OCC)CC2)cc1	-0.8	-0.6	-0.4	5	-1	-4	0.2	0.0	-0.9	3	-1.1
O=C(Cc1ccccc1)NNC(=O)C1CCCC1	-1.2	-0.8	-3.1	1	0	0	-1.2	2.4	-1.4	-4	1.3
CCC(=O)Nc1cccc(NC(C)=O)c1	-0.8	0.1	0.0	-1	-13	1	.	.	-1.3	-4	1.4
